# Compound activity from PubChem BioAssay.
# 14-3-3 Bad PPI – disrupts binding of bovine 14-3-3 zeta to phospho-Bad peptide; P63103; TR-FRET 14-3-3zeta/Dy647-pBad peptide displacement, 1 h; inhibition, % at 21.7 µM; 220,000 compounds, 0.71% hits; AID 781;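 active = inhibition above about 70%, limit read from the data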;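 also: 0% = full 14-3-3 plus peptide FRET controls and 100% = background without 14-3-3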
# Rad51 HR inh – Rad51 (human) homologous recombination inhibition; Q06609; inhibition, % at 10 µM; 200,000 compounds, 0.085% hits; hRad51 DNA strand exchange, fluorescence dequenching;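 active = inhibition above 40% at the single screening dose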;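 also: 0% = DMSO control wells and 100% = blanks with heterologous ssDNA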
# Target sequence (Q06609 whole entry, looked up): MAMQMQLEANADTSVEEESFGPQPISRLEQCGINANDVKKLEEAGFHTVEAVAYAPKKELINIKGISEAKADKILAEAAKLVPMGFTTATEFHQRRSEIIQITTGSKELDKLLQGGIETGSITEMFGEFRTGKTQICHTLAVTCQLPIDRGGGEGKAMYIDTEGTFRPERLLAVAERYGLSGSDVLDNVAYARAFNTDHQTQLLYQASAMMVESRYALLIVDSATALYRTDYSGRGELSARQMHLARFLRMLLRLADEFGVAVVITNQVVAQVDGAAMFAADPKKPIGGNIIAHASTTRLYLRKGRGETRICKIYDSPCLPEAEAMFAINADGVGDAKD
#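 material = hRad51 filaments on single-stranded DNA | reagent = Donor/quencher-labelled 47-bp dsDNA substrate | compound = 10 µM final, single point | schedule = strand-exchange reaction 15 min at room temperature | measured by = fluorescein emission 520 nm, excitation 485 nm | read-out basis = % inhibition versus plate control and blank means | benchmarks = plate controls and plate blanks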
# PGE2 EP2 inh – inhibitors of human EP2 prostaglandin E2 receptor; P43116; C6 glioma cells expressing human EP2, cAMP TR-FRET; cells stimulated with saturating PGE2; inhibition, % at 25 µM; 260,000 compounds, 0.52% hits; AID 1422;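 active = percent inhibition above 40 after rounding to a whole number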;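 also: rat C6 glioma host cells with rolipram phosphodiesterase inhibitor present; the protocol text gives 20 µM as final concentration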
# Calpain2 inh – blocks pig calpain II enzyme activity. purified calpain II, fluorogenic peptide substrate, 30 min. inhibition, % at 16 µM. 220,000 compounds, 0.37% hits;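 active = inhibition above about 50%, limit read from the data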
# Hck Nef HTS – blocks Nef-activated human Hck kinase | Recombinant Hck-YEEI plus Nef, Z-Lyte FRET kinase assay | inhibition, % at 20 µM | 220,000 compounds, 0.68% hits;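 active = Hck-Nef kinase inhibition above about 50%, limit read from the data; inactive = inhibition below that limit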;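 also: 0% = DMSO with Hck plus Nef and 100% = Hck alone without Nef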
# Target sequence (P08631 whole entry, looked up): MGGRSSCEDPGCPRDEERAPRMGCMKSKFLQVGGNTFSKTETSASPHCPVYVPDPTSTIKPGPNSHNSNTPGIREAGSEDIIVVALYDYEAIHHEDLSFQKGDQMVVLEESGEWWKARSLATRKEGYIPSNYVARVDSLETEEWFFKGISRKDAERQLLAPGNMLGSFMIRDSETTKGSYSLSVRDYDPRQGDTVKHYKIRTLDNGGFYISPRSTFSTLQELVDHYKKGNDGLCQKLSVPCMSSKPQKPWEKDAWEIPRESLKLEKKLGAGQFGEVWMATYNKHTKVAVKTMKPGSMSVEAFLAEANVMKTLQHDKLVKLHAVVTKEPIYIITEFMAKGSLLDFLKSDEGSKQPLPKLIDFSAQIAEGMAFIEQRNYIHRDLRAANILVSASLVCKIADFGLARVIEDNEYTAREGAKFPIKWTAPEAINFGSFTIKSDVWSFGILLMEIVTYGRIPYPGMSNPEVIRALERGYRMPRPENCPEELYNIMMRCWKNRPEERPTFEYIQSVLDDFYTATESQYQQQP
# EP2 mod – modulates human prostaglandin E2 receptor EP2 signaling. EP2-expressing cells, cAMP HTRF FRET, PGE2 co-stimulation. AID 940. 260,000 compounds, 0.83% hits. P43116. induction, % at 25 µM;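 active = compounds whose cAMP rise, as percent of the full-agonist control response, exceeds 60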;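 also: rat C6 glioma line stably carrying human EP2 under a CMV promoter; the protocol text gives 20 µM as final concentration; 100% = response of wells given 1 µM PGE2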
# zVAD death inh – blocks zVAD induced death of L929 cells; L929 zVAD necroptosis rescue, ATP luminescence, 24 h; with zVAD 60 µM; viability rescue, % at 10 µM; 220,000 compounds, 0.38% hits;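 active = activation, scaled between plate controls, above about 75%, limit read from the data; inactive = activation under that limit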;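 also: 0% = zVAD with DMSO and 100% = DMSO alone without zVAD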
# eIF4E-4G inh – blocks eIF4E binding to eIF4G | P63073+Q04637 | TR-FRET eIF4E-eIF4GI(517-606) binding, 2 h | AID 782 | 220,000 compounds, 0.37% hits | inhibition, % at 21.7 µM;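 active = inhibition above about 30%, limit read from the data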;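 also: 0% = full FRET control wells and 100% = background wells lacking eIF4GI fragment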
# TbHK1 inh – blocks Trypanosoma brucei hexokinase 1 activity. recombinant TbHK1, G6PDH-coupled NADH A340. inhibition, % at 10 µM. 220,000 compounds, 0.11% hits;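 active = inhibition of 50% or more in the single-dose primary screen; inactive = inhibition below 50%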
# Active calls of the source: *; / = no result given; & = joins results of further samples; [ ] = dose if it differs, or a comment. Only part of the results is shown (hit frequency here may not be typical).
SMILES,14-3-3 Bad PPI,Rad51 HR inh,PGE2 EP2 inh,Calpain2 inh,Hck Nef HTS,EP2 mod,zVAD death inh,eIF4E-4G inh,TbHK1 inh
O=[N+]([O-])c1ccccc1N/N=C/c1cc2ccccc2nc1Cl,24,-4,9,-45,13,-1,0.6,-22,-23
CC(=O)c1ccc2noc(-c3ccccc3)c2c1,3,-2,11,-58,22,-36,76*,2,-6
Cc1ccc(F)c(NC=C2C(=O)OC(C)(C)OC2=O)c1,1,6,21,-21,-3,-3,4.1,-2,-9
COC(=O)CCNS(=O)(=O)c1ccc2ccccc2c1,4,/,7,4,6,-4,0.5,0[fluorescence artefact?],3
CCOC(=O)N1CCC(Nc2c(Nc3ccc(C)c(C)c3)c(=O)c2=O)CC1,2,3,2,-8,0,-3,1.4,1[fluorescence artefact?],-1
CCc1ccccc1NC(=O)N[C@H](C(=O)O)C(C)CC (stereo not given in full),9[fluorescence artefact?],-8,7,-9,1,5,0.6,0,1
O=C(/C=C/c1ccc(S(=O)(=O)N2CCOCC2)cc1)NC(=S)NCCCn1ccnc1,-20,12,2,-24,23,-6,34,-5,-6
O=c1ccccn1Cc1c(F)cccc1Cl,7,-2,9,13,-2,30,-0.2,3,-3
O=C(NC(=S)NCCc1ccccc1)C1CCCCC1,14[fluorescence artefact?],-2,7,41,0,-10,0.0,-4,40
Cc1ccnc(N2C(=O)CSC2c2ccc(Cl)cc2)c1 (stereo not given),5[fluorescence artefact?],15,9,-9,4,31,0.8,3,-3
COc1cc(/C=C2/C(=O)N=C(N)N2C)cc(OC)c1OC,-5,-14,13,-17,-1,-9,-0.1,-8,-49
O=C1C=C(O)C(n2cncn2)C(c2ccc(F)cc2)C1 (stereo not given),4,-2,7,-20,0,25,3.2,3,-2
CCOC(=O)c1cc(-c2ccc(F)cc2)n(CC(=O)Nc2nccs2)c1C,/,-5,12,/,5,/,5.1,/,-1
COc1ccc(N2C(=O)/C(=C\c3ccco3)N=C2SCC(=O)NC(C)(C)C)cc1Cl,-2,5,6,-9,4,21,0.5,0,-9
O=C(N/N=C/c1ccc[nH]1)c1ccc([N+](=O)[O-])cc1,4,/,9,22,0,-10,1.8,1,13
COC(=O)c1ccccc1NC(=O)C1CCCN(S(=O)(=O)c2ccc(OC)cc2)C1 (stereo not given),7,4,20,-8,2,-10,-0.1,4,2
O=C(CCN1CCN(c2ccccc2)CC1)N/N=C/c1ccc(O)c(O)c1O,5,/,6,-75,53*,-3,0.8,14,0
CC(=O)c1ccc(NC(=O)c2c(C)nn(-c3ccccc3)c2Cl)cc1,1,-25,4,12,12,0,3.9,-2,-2
O=C(CNc1cccc(S(=O)(=O)N2CCOCC2)c1)N1CCc2ccccc21,7,-4,7,3,0,-5,-0.2,1,-13
CN(CCN1CCOCC1)Cc1nc(-c2ccc(Cl)cc2)no1,-1,/,10,5,-10,-4,0.1,-1,-7
CCN(CC)CCn1c(=S)[nH]c2ncccc2c1=O,-12,7,8,19,-1,0,0.3,-2,-19
CC(=O)c1c(C)nc2ccc(Br)cc2c1C(=O)O,-2,-14,14,17,4,26,-0.1,2,-7
CNc1cc(F)nc(F)n1,-14,9,2,-25,20,31,1.9,4,0
CCCN1CCN(C(=O)c2cn(CC(C)C)c(=O)c3cc(OC)c(OC)cc23)CC1,/,/,/,6,9,12,-0.3,/,-17
CC(C)CC(C)NNC(=O)c1cc2ccccc2[nH]1 (stereo not given),6,-2,7,-31,1,-5,0.2,0,-2
C/C(CC(=O)NC12CC3CC(CC(C3)C1)C2)=N\NC(=O)c1cnccn1,-8,5,2,-8,-23,3,2.0,0,-5
CCn1c(COc2cccc(C)c2)nnc1SCC(=O)N1CCCC1,-6,3,4,-23,-1,3,-0.5,-2,-4
CCN(CC)C(=O)NC1CCCCCCC1,-10,20,5,-7,-11,16,-0.1,-8,0
Cc1cccc(C(=O)NC(=S)Nc2ccccc2C(=O)O)c1,-8,/,4,-5,5,-16,0.6,-1,-10
CCOc1ccc(NC(=O)c2ccc(CNc3c(NC4CCCCC4)c(=O)c3=O)cc2)cc1,19[fluorescence artefact?],/,/,-23,1,1,1.4,-8[fluorescence artefact?],18

# 11 entries from above in a different format.
# The line under a structure holds: 14-3-3 Bad PPI	Rad51 HR inh	PGE2 EP2 inh	Calpain2 inh	Hck Nef HTS	EP2 mod	zVAD death inh	eIF4E-4G inh	TbHK1 inh
- CN(CCN1CCOCC1)Cc1nc(-c2ccc(Cl)cc2)no1
→ -1	/	10	5	-10	-4	0.1	-1	-7
- CCN(CC)CCn1c(=S)[nH]c2ncccc2c1=O
→ -12	7	8	19	-1	0	0.3	-2	-19
- CC(=O)c1c(C)nc2ccc(Br)cc2c1C(=O)O
→ -2	-14	14	17	4	26	-0.1	2	-7
- CNc1cc(F)nc(F)n1
→ -14	9	2	-25	20	31	1.9	4	0
- CCCN1CCN(C(=O)c2cn(CC(C)C)c(=O)c3cc(OC)c(OC)cc23)CC1
→ /	/	/	6	9	12	-0.3	/	-17
- CC(C)CC(C)NNC(=O)c1cc2ccccc2[nH]1 (stereo not given)
→ 6	-2	7	-31	1	-5	0.2	0	-2
- C/C(CC(=O)NC12CC3CC(CC(C3)C1)C2)=N\NC(=O)c1cnccn1
→ -8	5	2	-8	-23	3	2.0	0	-5
- CCn1c(COc2cccc(C)c2)nnc1SCC(=O)N1CCCC1
→ -6	3	4	-23	-1	3	-0.5	-2	-4
- CCN(CC)C(=O)NC1CCCCCCC1
→ -10	20	5	-7	-11	16	-0.1	-8	0
- Cc1cccc(C(=O)NC(=S)Nc2ccccc2C(=O)O)c1
→ -8	/	4	-5	5	-16	0.6	-1	-10
- CCOc1ccc(NC(=O)c2ccc(CNc3c(NC4CCCCC4)c(=O)c3=O)cc2)cc1
→ 19[fluorescence artefact?]	/	/	-23	1	1	1.4	-8[fluorescence artefact?]	18

# Copied from the entries so far (2 entries):
SMILES,14-3-3 Bad PPI,Rad51 HR inh,PGE2 EP2 inh,Calpain2 inh,Hck Nef HTS,EP2 mod,zVAD death inh,eIF4E-4G inh,TbHK1 inh
O=[N+]([O-])c1ccccc1N/N=C/c1cc2ccccc2nc1Cl,24,-4,9,-45,13,-1,0.6,-22,-23
CC(=O)c1ccc2noc(-c3ccccc3)c2c1,3,-2,11,-58,22,-36,76*,2,-6

# Next entries.
SMILES,14-3-3 Bad PPI,Rad51 HR inh,PGE2 EP2 inh,Calpain2 inh,Hck Nef HTS,EP2 mod,zVAD death inh,eIF4E-4G inh,TbHK1 inh
CCOc1ccc(CN2CCN(C/C=C/c3ccc(OC)cc3)CC2CCO)cc1 (stereo not given),-1,3,12,-17,12,-6,5.4,1,-4
Cc1ccc(CN2C(=O)N/C(=C\c3cccn3-c3cccc(C(=O)O)c3)C2=O)cc1,16,-11,11,-3,38,12,3.7,6,-7
Cc1ccc(S(=O)(=O)NC(C)(C)CSc2nncn2C)cc1,-6[fluorescence artefact?],-2,12,-52,-2,8,-0.9,-18,-9
CCNC(=S)NNC(=O)c1cccn(Cc2ccc(Cl)cc2Cl)c1=O,11,5,3,19,2,-16,0.0,-3[fluorescence artefact?],-17
O=C(Cn1ccc([N+](=O)[O-])n1)NCc1nc2ccccc2[nH]1,8,-53,6,14,21,-5,1.8,7,-8
O=C(CCc1nnc(CCc2ccccc2)o1)N1CCCCC1CCn1cccn1 (stereo not given),-4,-7,10,-28,21,24,0.7,-1,-3
O=C(Cn1nnc2ccccc21)NNC(=O)c1ccccc1,0,23,6&5,23,8,-2&-10,0.2,-2,-4
CC1CC(C)CN(C(=O)CN2CCN(Cc3ccc(Cl)cc3)C2=O)C1 (stereo not given),4[fluorescence artefact?],5,10,-23,-2,19,-0.3,3[fluorescence artefact?],-5
COc1ccccc1-n1cc(C(=O)NCC(=O)N2CCN(Cc3ccccc3)CC2)c2ccccc2c1=O,-5,/,1,-22,11,-10,0.5,6,-8
O=C(CNS(=O)(=O)c1ccccc1)OCC(=O)c1cccc([N+](=O)[O-])c1,-22,3,8,-9,3,13,0.7,-3,33
Cc1ccc(Nc2nc(N)c([N+](=O)[O-])c(NCc3ccco3)n2)cc1,3,3,7,6,2,37,0.7,2,-6
COc1cccc(C(=O)CN2CCC(NC(=O)NC3CCCCC3)CC2)c1,-5[fluorescence artefact?],5,4&13,-22,0,-2&2,0.1,-5[fluorescence artefact?],4
NCCSc1c(-c2ccc(Cl)cc2)[nH]c2ccccc12,-7,/,15,12,17,-33,0.9,3,4
CCNc1ccc(S(=O)(=O)N(C)C)cc1[N+](=O)[O-],12,-6,9,-20,20,16,5.2,8,2
CCc1ccc(CN(C)Cc2nc(Cc3ccc(OC)c(OC)c3)no2)nc1,-13,/,2,-8,24,-3,0.6,-2,-1
CCOC(=O)c1cc(-c2ccco2)nc2c1c(C)nn2-c1ccccc1,-15[fluorescence artefact?],5,8,-202,3,40,0.6,-5,-6
OCC1(Cc2ccccc2C(F)(F)F)CCN(Cc2ccncc2)CC1,-5,-5,5,20,7,-11,-0.3,-6,-11
CCOC(=O)c1sc(=N)n(-c2ccc(OC)cc2)c1C,-14,/,/,27,3,13,-0.2,7,8
CSc1nc(-c2ccc(Cl)cc2)nn1C(=O)c1ccccc1,-5,6,9,18,0,41,4.1,7,-3
Cc1ccc(N(CC(O)CN(C)C)S(=O)(=O)c2ccccc2)cc1 (stereo not given),-1,8,12,11,1,2,-0.2,-2,2
O=C(CN(C(=O)Cn1nnc(-c2cccs2)n1)c1ccc2c(c1)OCCO2)NCc1ccccc1,-13,-5,5&8,14,1,-4&-13,0.1,-4,-8
Cc1nn(-c2nc3ccccc3n2Cc2ccccc2)c2c1C(=O)CC(C)(C)C2,-7,-6,10,0,1,23,0.4,-1,-2
CC1CN(C(=O)COC(=O)c2cc([N+](=O)[O-])ccc2Cl)CC(C)O1 (stereo not given),-19,4,11,6,21,36,-0.1,0,-4
C/C(=N\Nc1nc2ccccc2[nH]1)c1ccc2c(c1)OCCO2,-10,/,8,23,2,-52,6.2,3,-28
CC(C)Oc1ccc(CNC(=S)N/N=C/c2cccnc2)cc1,-3,-5,13,8,0,-8,-0.2,6,-15
COc1ccccc1CN1CC(C(=O)N2CCN(c3ccc(F)cc3)CC2)CC1=O (stereo not given),5,9,-1,13,-3,20,-0.4,-5,1
O=C([C@H](Cc1ccccc1)NS(=O)(=O)c1ccc(Cl)cc1)N1CC[C@@]2(O)CCCC[C@H]2C1,-13,3,10,37,-2,-20,0.3,1[fluorescence artefact?],4
COc1cc(OC)c(OC)cc1CN1CCN(Cc2cccn2C)CC1,17[fluorescence artefact?],-1,5,-15,3,10,0.4,-3[fluorescence artefact?],-2
Cc1ccccc1NS(=O)(=O)c1cc(C(N)=O)ccc1C,3[fluorescence artefact?],0,12,-11,1,31,-0.3,2[fluorescence artefact?],5
O=C(NCc1ccc2c(c1)OCO2)c1ccc(Cl)c(S(=O)(=O)NCc2ccccc2)c1,-19[fluorescence artefact?],3,7,26,-6,-25,1.0,-12,34
CC(C)Cn1cc(C(=O)NCCCN2CCCC2=O)c2c3ccccc3n(C)c2c1=O,/,3,8,/,-19,/,-0.8,/,-5
Cn1c(SC2CCCCC2=O)nnc1-c1ccncc1 (stereo not given),-8[fluorescence artefact?],/,11,9,-1,17,-0.4,-3[fluorescence artefact?],6
